All columns: NCI-60 one-dose screen, growth in % after 48 h at 10 µM unless noted; 100 = growth as untreated, 0 = no growth, -100 = all killed.
UACC-62: UACC-62 melanoma | 5.4% of 81,000 active
SK-MEL-28: SK-MEL-28 melanoma | 4.1% of 81,000 active | AID 1794761
SK-MEL-2: SK-MEL-2 melanoma; 4.7% of 77,000 active
MDA-MB-435: MDA-MB-435 melanoma. 7.8% of 82,000 active. AID 1794794
M14: M14 melanoma; 6.2% of 80,000 active; AID 1794745
SK-MEL-5: SK-MEL-5 melanoma. AID 1794755. 6.4% of 80,000 active
UACC-257: UACC-257 melanoma; AID 1794764; 4.4% of 78,000 active
MALME-3M: MALME-3M melanoma | 5.8% of 78,000 active
Numbers without * were called inactive; nt = no result given; & = joins results of further samples; [ ] = dose if it differs, or a comment. Rule for the calls: active = growth percent below 10; inactive = the rest.

compound	UACC-62	SK-MEL-28	SK-MEL-2	MDA-MB-435	M14	SK-MEL-5	UACC-257	MALME-3M
COc1ccc(-c2cnc(-c3ccc(Cl)cc3)[nH]2)cc1OC	95	104	nt	128	115	97	119	155
Cc1n(Cc2ccc3ccccc3c2)cc[n+]1Cc1ccc2ccccc2c1	-40*	-12*	nt	-15*	-16*	-92*	-29*	-21*
COC(=O)c1ccc2[nH]c(O)c(C(=Nc3ccc(N(C)C(=O)CN4CCN(C)CC4)cc3)c3ccc(OC)cc3)c2c1	39	33	17	30	14	29	49	6.8*
CC/C(=C(/c1ccc(Cl)cc1)c1ccc(OCCCN(C)C)cc1)c1ccc(OC)cc1	104	77	105	65	33	63	85	74
O=c1cc(-c2cccc(F)c2)oc2ccccc12	94	117&112	99&97	93&94	99&110	100&112	124&107	nt
CCC(C)NC(=O)c1ccccc1 (centres undefined)	100	117	nt	114	98	107	101	111
CCN(CC)C(=O)CCBr	102	105	110	90	102	99	nt	98
CCN(CC)CCNCC(O)Cc1ccc(OC)cc1 (centres undefined)	94	116	96	108	104	100	86	113
COc1ccc(-c2nn(-c3ccc(NC(=O)c4ccc(Cl)c(C(F)(F)F)c4)cc3)cc2-c2ccncc2)cc1Cl	-15*	50	4.6*	23	13	-69*	51	6.7*
S=C=NP1(N=C=S)=NP(N=C=S)(N=C=S)=NP(N=C=S)(N=C=S)=NP(N=C=S)(N=C=S)=N1 (centres undefined)	98	107	96	104	93	99	95	91
O=C1CCC(N2Cc3cc(NC(=O)COc4ccccc4)ccc3C2=O)C(=O)N1 (centres undefined)	84	96	98	88	56	74	110	19
C/C(=C(\c1ccc(OCCCN(C)C)cc1)c1ccc(OC(=O)c2ccccc2)cc1)c1ccc(Cl)cc1	109	111	97	109	105	102	78	104

Additional structures:
compound	UACC-62	SK-MEL-28	SK-MEL-2	MDA-MB-435	M14	SK-MEL-5	UACC-257	MALME-3M
O=S(=O)(c1ccc(N=C2NN=C(c3c[nH]c4ccccc34)CS2)cc1)N1CCOCC1	98	111	64	82	90	50	nt	73
C/C(=N\NC(=O)c1nc(N)n(-c2ccc(S(N)(=O)=O)cc2)n1)c1ccccc1	100	106	109	97	102	93	95	94
CC(=O)OCC1OC(n2cnc3c(=O)[nH]cnc32)C(OC(C)=O)C1OC(C)=O (centres undefined)	104&119	103&126	111	103&103	99&102	108&129	106&127	109
NS(=O)(=O)c1ccc(NC(=O)N=Nc2c(O)n(Cc3ccc(F)cc3)c3ccccc23)cc1	21	109	85	90	80	88	96	110
O=C(C(=O)N1CCOCC1)c1ccc(OC2OC(CO)C(O)C(O)C2O)cc1 (centres undefined)	103	105	96	108	102	108	96	129
CSc1nc(N)c2[nH]cnc2n1	99	111	103	103	108	92	103	109
Cc1n[nH]c(C)c1Br	98	101	93	99	95	101	98	94
CCOC(=O)c1ccc(NC(C#N)=C(C#N)C#N)cc1	94	110	91	103	93	99	90	107
O=C(/C(Cl)=N/O)c1ccccc1	101	104	110	101	96	101	97	98
CC1=Nc2nc(=NCCCN(C)C)nc3cccc(n23)N1	94	109	119	101	101	102	97	105
Cc1cc(=NO)cc(C)n1O	102	112	113	106	108	112	112	112
COc1ccc(NCc2cn(-c3ccc(C(=O)O)cc3)nc2-c2ccccc2)cc1	98	91	101	98	104	98	nt	90

Whole records, quoted from the list. Screens in order: UACC-62 | SK-MEL-28 | SK-MEL-2 | MDA-MB-435 | M14 | SK-MEL-5 | UACC-257 | MALME-3M
Results for `CSc1nc(N)c2[nH]cnc2n1` : 99 | 111 | 103 | 103 | 108 | 92 | 103 | 109
Results for `CCOC(=O)c1ccc(NC(C#N)=C(C#N)C#N)cc1` : 94 | 110 | 91 | 103 | 93 | 99 | 90 | 107
Results for `Cc1n[nH]c(C)c1Br` : 98 | 101 | 93 | 99 | 95 | 101 | 98 | 94
Results for `O=C(/C(Cl)=N/O)c1ccccc1` : 101 | 104 | 110 | 101 | 96 | 101 | 97 | 98

New compounds follow.
compound	UACC-62	SK-MEL-28	SK-MEL-2	MDA-MB-435	M14	SK-MEL-5	UACC-257	MALME-3M
Clc1cccc(Cn2cc(CSc3nc4ccccc4s3)nn2)c1	89	104	97	103	101	103	106	102
CCCCCCn1c(-c2ccc(-c3nc(-c4ccc5c(c4)OCO5)no3)cc2)nc(-c2ccccc2)c1-c1ccccc1	95	108	100	104	103	nt	108	97
CCCCCC(=O)Oc1ccc(/C(=C(/C)Cc2ccc(OC)cc2)c2ccc(OCCCN(C)C)cc2)cc1	48	-1.6*	114	53	36	63	76	75
C#Cc1ccccc1NC(=O)c1sc2nc3c(cc2c1N)CCCCCC3	92	91	85	74	57	90	96	8.8*
O=C(C1=Cc2cc3ccccc3n2Cc2cnnn21)c1ccc(O)cc1	33	67	59	-7.7*	25	54	84	58
CCCN1CCN(C(=S)SC(SC(=S)N2CCN(CCC)CC2)C(=O)c2nnn(-c3ccc(Cl)cc3)c2C)CC1	89	109	99	95	94	90	86	85
Cc1ccnc(NS(=O)(=O)c2ccc(Nc3ccnc(SCC(=O)c4ccc(F)cc4)n3)cc2)n1	89	112	100	111	103	97	100	108
O=C(CCCCCNC(=O)c1nc(-c2ccccc2)n(-c2ccccc2)n1)NO	94	107	105	107	98	102	nt	109
COc1ccc2ccccc2c1/C=C1\SC(=Nc2ccc(O)cc2)NC1=O	16	53	27	11	6.7*	-54*	38	30
CN(C)c1ccc(N2C(N)=NC(N)=NC2(C)C)cc1	90	111	111	102	101	98	100	108
CC(C)(C)n1nnnc1C(Nc1ccc(F)cc1)c1cc2cccc3ccc4cccc1c4c32 (centres undefined)	65	93	nt	88	94	84	100	103
Fc1ccc(-c2ncnc3c2ncn3CC#CCn2cnc3c(-c4ccc(F)cc4)ncnc32)cc1	89	110	105	96	99	104	103	147

Taken from above:
`COc1ccc(-c2cnc(-c3ccc(Cl)cc3)[nH]2)cc1OC` @ UACC-62: 95
`COc1ccc(-c2nn(-c3ccc(NC(=O)c4ccc(Cl)c(C(F)(F)F)c4)cc3)cc2-c2ccncc2)cc1Cl` @ SK-MEL-5: -69*

The results go on:
compound	UACC-62	SK-MEL-28	SK-MEL-2	MDA-MB-435	M14	SK-MEL-5	UACC-257	MALME-3M
Nc1ccc(F)cc1	98	120	109	112	nt	103	100	119
COc1ccc(C(=O)C(O)c2ccc(OC)cc2)cc1 (centres undefined)	105&100	109&114	108&111	111&117	100&101	105	101&104	103&92
O=[N+]([O-])c1nccn1CCCCCCCCCCCN1CCOCC1	93	99	99	105	99	95	91	91
O=C(Oc1cccc2cccnc12)c1ccccc1	106&98	103&82	97&110	88	97&83	100&105	97&86	99&90
O=C(OC12CC3CC(CC(C3)C1)C2)c1ccc(NCc2cc(O)ccc2O)cc1	-73*	nt	-20*	-46*	nt	-96*	5.6*	-94*
COc1ccc(C2=NN(C(C)=O)C(c3ccc(Cl)cc3)C2)cc1S(N)(=O)=O (centres undefined)	93	104	106	99	100	102	101	110
C=C1CC[C@H]2[C@@](C)(CCC(=O)[C@@]2(C)COC(C)=O)[C@@H]1COc1ccc2ccc(=O)oc2c1	96	109	105	102	99	99	103	100
CCCCc1c(Nn2cnnn2)no[n+]1[O-]	52	73	80	47	68	81	69	69
CN1C(=O)N(C)C2C1NN=c1s/c(=C\c3ccc(Br)cc3)c(=O)n12 (centres undefined)	28	71	53	-50*	33	14	46	68
Cc1nc(NC(=S)Nc2ccc(F)cc2)sc1C(=O)NN	90	102	70	128	98	107	97	96
CCN(CC)c1ccc2cc(C(=O)NCCOCCOCCOCCn3cc(CCC(=O)Nc4ccc(C(=O)c5ccc(NC(=O)OC(C)(C)C)cc5)cc4)nn3)c(=O)oc2c1	32	83	68	62	nt	-17*	63	84
CCOC(=O)c1nn(C)c(=S)n(C)c1=O	96	109	89	107	98	101	104	105

(list continues)
compound	UACC-62	SK-MEL-28	SK-MEL-2	MDA-MB-435	M14	SK-MEL-5	UACC-257	MALME-3M
N#C/C(=C\NC(=S)N=Nc1c(O)[nH]c2ccccc12)c1nc2ccccc2s1	94	112	105	108	101	95	95	nt
Cn1cc(-c2nnc(N)nc2-c2c[nH]c3ccccc23)c2cc(F)ccc21	72	96	85	14	73	74	100	121
C=C1C[C@H]2[C@@H](N(C(c3ccccc3)c3ccccc3)C(=O)C(=O)N2c2cccc(C3(C)OCC(C)(C)CO3)c2)[C@@]1(CC)NC(=O)OCc1ccccc1	64	78	76	72	75	79	60	78
CSc1nc(Nc2ccccc2)c2c(F)cccc2n1	76	114	97	111	106	93	103	131
CCOc1ccc2ccccc2c1	103	112	97	110	105	92	97	99
CCC1=C[C@@](C)(C2CC(=O)N(c3ccccc3)C2=O)[C@H](CC)[C@@H]2C(=O)N(c3ccccc3)C(=O)[C@H]12 (some centres undefined)	97	103	93	104	99	97	92	102
COc1ccc2cc(-c3ccc(C(=O)N/N=C/c4ccc(OC)c(OC)c4)c(C)n3)ccc2c1	91	99	97	92	nt	103	111	99
COc1ccc(CN2C(=O)/C(=C\c3cc(OC)c(OC)c(OC)c3)c3ccccc32)cc1	-8.9*	-35*	-41*	-11*	-32*	-25*	-9.5*	nt
COc1ccc(C(=O)Nc2ccc(Cl)cc2)cc1	nt	96	99	85	102	91	104	93
COc1ccc(-c2cc(C(=O)Nc3nc4ccc(Cl)cc4s3)nc3cc(-c4ccccc4)nn23)cc1	108	110	nt	101	113	90	98	75
O=C(O)C(Cc1ccc(O)cc1)N1C(=O)/C(=C\c2ccc(-c3ccc(Cl)cc3)o2)SC1=S (centres undefined)	98	104	102	109	104	97	108	103
COc1cc(/C=C/C(=O)/C=C/c2cc(OC)c3c(c2OC)OCO3)c(OC)c2c1OCO2	25	56	28	12	32	45	54	47

(more compounds)
compound	UACC-62	SK-MEL-28	SK-MEL-2	MDA-MB-435	M14	SK-MEL-5	UACC-257	MALME-3M
CC(C)NCC(O)COc1ccc(COCCOC(C)C)cc1 (centres undefined)	104	103	122	95	102	114	91	95
Cc1cc(C)nc(N)n1	104	104	97	108	nt	108	110	118
C/C(CCC(=O)O)=N/Nc1ccc(S(=O)(=O)O)cc1	105	108	106	98	105	105	109	101
CC(=O)c1ccncc1	nt	116	123	107	114	99	115	106
Nc1ccccc1SC(CC(=O)c1ccccc1)c1c(Cl)cccc1Cl (centres undefined)	74	91	92	40	93	81	nt	77
CCOC(=O)/C=C/c1c(C)[nH]c(=O)[nH]c1=O	88	117	30	109	97	91	109	172
O=c1ncc2c([nH]1)-c1cn(-c3ccccc3)cc1CC2	89	122	109	111	109	102	113	139
O=C(O)CCc1nc2c(=O)[nH]c(SCC(=O)Nc3cccc(F)c3)nc2[nH]c1=O	94	102	98	101	100	100	97	95
Clc1cc(Cl)c(Cl)c(-c2nnc(SCc3ccncc3Br)o2)c1	90	94	92	98	98	82	103	100
Cc1[nH]c(=O)[nH]c(=O)c1/C=C/C(=O)O	105	109	96	99	104	107	nt	100
O=C(c1ccccn1)c1ccccn1	91	105	108	105	110	105	107	131
COC(=O)C1=C(C(=O)c2ccccc2)C(c2ccccc2)c2c(nc(C)[nH]c2=O)O1 (centres undefined)	106	112	107	107	113	113	114	nt

Next part:
compound	UACC-62	SK-MEL-28	SK-MEL-2	MDA-MB-435	M14	SK-MEL-5	UACC-257	MALME-3M
COc1cc(Nc2nc(N[C@H]3CCCC[C@@H]3N)nc3cc[nH]c(=O)c23)cc(OC)c1	41	nt	42	33	40	58	7.3*	92
O=C(NNC(=O)c1ccncc1)Nc1ccc(N=Nc2ccccc2)cc1	97	109	98	104	115	96	105	94
COc1ccc2c(c1)CC=C1[C@@H]2CC[C@]2(C)C(=O)/C(=N/O)C[C@@H]12	98	112	115	91	94	90	118	nt
CN(C)CCS(=O)(=O)O	116	114	127	101	103	102	104	115
O=S1(=O)NCCCN1CCNc1nccc(-c2c(-c3cccc(O)c3)nc3sccn23)n1	-6.9*	24	29	25	7.6*	74	40	17
O=S(=O)(Nc1ncccn1)c1ccc(-n2c(-c3ccccc3)nc(-c3ccccc3)c2-c2ccccc2)cc1	84	105	106	101	102	76	118	111
O=C(/C=C/c1ccc2c(c1)OCO2)c1ccc(NC(=O)c2ccccc2CN2C(=O)c3ccccc3C2=O)cc1	85	118	110	92	94	98	104	96
Cn1c(N2CCN(Cc3ccccc3)CC2)nc(-c2ccco2)c(C#N)c1=O	88	133	88	120	108	100	78	144
Cc1cc(C)c2c(Cn3cc(COc4ccc5c(c4)NC(=O)CC5)nn3)cc(=O)oc2c1	88	92	99	90	98	87	98	96
O=C(O)/C=C\C(=O)Nc1ccc(N=Nc2ccccc2)cc1	84	106	111	114	101	108	90	104
COc1ccc(-c2nc3c(ncc4ccc(C)nc43)s2)cc1	99	96	109	93	102	89	104	104
COc1cccc(CNc2ccc(C)c(Cl)c2)c1OC	108	104	92	102	101	103	nt	88

Later entries
compound	UACC-62	SK-MEL-28	SK-MEL-2	MDA-MB-435	M14	SK-MEL-5	UACC-257	MALME-3M
C=CCN=C(N)SCCCCCCSC(N)=NCC=C	87	103	80	99	92	101	88	99
O=C(Oc1ccc(Br)cc1)c1ccccc1	97	102	90	99	100	98	97	109
Cc1ccc(Nc2nnc(-c3cc(F)c(F)c(F)c3)o2)cc1	87	108	109	102	100	91	97	79
C/C=C(\C)C(=O)OCC	101	103	110	104	101	102	88	100
CC(=O)NCCN	102	108	115	107	108	108	87	100
C#CCNC(=O)CC[C@@H](C)[C@H]1CC[C@H]2[C@@H]3CC[C@@H]4CC(=O)CC[C@]4(C)[C@H]3CC[C@]12C	-74*[100 µM]	-84*[100 µM]	-57*[100 µM]	-40*[100 µM]	-22*[100 µM]	-86*[100 µM]	-0.1*[100 µM]	-82*[100 µM]
CCCN(CCC)C(=O)C(c1ccccc1)C(O)(c1ccccc1)c1ccccc1 (centres undefined)	71	99	84	94	94	78	84	96
CN(C)CC1(C)COC(c2ccccc2)(c2ccccc2)OC1	100	100	107	99	92	99	105	98

High-throughput results: PubChem BioAssay, NCI
